# PolyA inh: polyadenylation inhibitors in yeast reporter cells, primary screen, luminescence, S. cerevisiae | S. cerevisiae SKY197-pL101 polyadenylation reporter, beta-gal luminescence; efflux-impaired pdr1/pdr3 knockout yeast; score 100 = 6 SD above DMSO | calls only at 12 µM | hit rate 0.02% among 300,000 | AID 1875, 2009;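 active means lowest replicate activity score at least 50, where 100 means six control SD above control mean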;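 further: yeast exposed to compound for 9 h at 30 °C; higher score means more reporter readthrough which indicates perturbed polyadenylation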
# Dyrk1A ADPGlo: rat Dyrk1A kinase inhibitors, primary screen, biochemical, single point, plate reader; hit rate 0.43% among 310,000; inhibition, % at 12.5 µM; ADP-Glo luminescence, NFATc1 peptide; AID 504441, 2011; Dual specificity tyrosine-phosphorylation-regulated kinase 1A (Rattus norvegicus), Q63470; in the data active means inhibition above about 50%;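 further: plate controls were vehicle with enzyme for no effect and no enzyme for full effect; many of its hits are not listed in these tables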
# GSK3B inh: human GSK3beta kinase inhibitors, primary screen, biochemical, cell-free homogeneous, HTS; Glycogen synthase kinase-3 beta (Homo sapiens), P49841; GST-GSK3beta kinase, ADP-Glo luminescence, 60 min; active compounds read low; activity score (negative = inhibition), % at 10 µM; hit rate 0.038% among 300,000; AID 2097, 2009;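 active means more than half of replicate wells score below -50%, meaning over 50% inhibition versus plate controls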;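 further: 0% = median DMSO wells and -100% = median GW8510 positive control wells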
# Target sequence (P49841 whole entry, looked up): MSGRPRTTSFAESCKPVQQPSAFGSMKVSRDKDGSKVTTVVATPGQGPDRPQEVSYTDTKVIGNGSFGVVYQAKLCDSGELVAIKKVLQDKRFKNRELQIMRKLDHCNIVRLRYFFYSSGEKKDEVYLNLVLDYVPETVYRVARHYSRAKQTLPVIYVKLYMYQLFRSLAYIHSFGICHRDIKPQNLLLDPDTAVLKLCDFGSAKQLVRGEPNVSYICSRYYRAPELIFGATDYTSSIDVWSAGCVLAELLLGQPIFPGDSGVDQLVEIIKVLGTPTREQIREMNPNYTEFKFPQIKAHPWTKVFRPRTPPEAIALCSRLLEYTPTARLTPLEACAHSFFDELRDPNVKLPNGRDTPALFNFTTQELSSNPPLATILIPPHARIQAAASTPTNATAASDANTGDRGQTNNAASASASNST
#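 Test system: GST-fused GSK3beta enzyme, cell-free | Quantity: 1.6 ng GST-GSK3beta enzyme per well | Reagent: 25 µM ATP with peptide substrate | Schedule: 60 min enzyme reaction, room temperature | Signal: Luminescent ADP-Glo measurement of ADP formed | Read-out basis: Score relative to plate controls | Control set: DMSO and 20 µM GW8510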
# KCNK3 inh: human KCNK3 channel inhibitors, primary screen, CHO cells, FluxOR thallium flux, B-score | Potassium channel subfamily K member 3 (Homo sapiens), O14649 | FluxOR fluorescence; active compounds read low | B-score at 10 µM | hit rate 0.84% among 340,000;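 active means B-score under library mean minus 4 SD, starting fluorescence ratio at most library mean plus 5 SD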;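 further: more negative B-score means stronger inhibition of thallium flux through KCNK3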
# Target sequence (O14649 whole entry, looked up): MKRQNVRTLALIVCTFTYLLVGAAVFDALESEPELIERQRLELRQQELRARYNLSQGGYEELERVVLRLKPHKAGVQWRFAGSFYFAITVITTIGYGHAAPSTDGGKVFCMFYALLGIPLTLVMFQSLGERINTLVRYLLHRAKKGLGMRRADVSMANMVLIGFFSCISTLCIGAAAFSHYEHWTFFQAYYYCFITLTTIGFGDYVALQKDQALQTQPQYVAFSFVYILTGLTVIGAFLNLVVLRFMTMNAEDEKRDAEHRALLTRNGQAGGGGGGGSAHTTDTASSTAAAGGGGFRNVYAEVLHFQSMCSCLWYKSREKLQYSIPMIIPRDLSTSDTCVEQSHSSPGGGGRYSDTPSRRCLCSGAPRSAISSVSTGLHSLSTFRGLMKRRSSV
# KCNQ1 block: inhibitors of human KCNQ1 channel, primary screen, cell-based, thallium flux, high-throughput | hit rate 1.3% among 310,000 | CHO-K1 KCNQ1, FluxOR thallium flux fluorescence; active compounds read high | B-score at 10 µM | Potassium voltage-gated channel subfamily KQT member 1 (Homo sapiens), P51787;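 active means compounds whose thallium flux B-score, printed positive for inhibition, exceeds three library SD while starting fluorescence stays within three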;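 further: channel opened by potassium depolarization with thallium stimulus after 20 min compound exposure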
# RGS4 pot: RGS4 potentiators or activators, primary screen, cell-based, HEK293 M3R inducible RGS4, calcium flux | carbachol calcium flux Fluo4; active compounds read low | B-score at 10 µM | hit rate 0.92% among 310,000;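 active means B-score of the integrated calcium signal more than 4 SD below the library mean, with starting fluorescence not abnormally high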;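 further: negative B-score means reduced calcium response which marks RGS4 activation or potentiation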
#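 Also added: carbachol at ECmax as muscarinic agonist stimulus; Assay system: HEK293 cells with stable M3R and inducible RGS4; Timing: overnight RGS4 induction, 30 min dye load 37 °C, 20 min compound RT; Measured by: Fluo4-AM (2 µM) calcium-flux fluorescence, kinetic read.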
# hERG rescue: hERG rescue from dofetilide block, primary screen, cell-based, CHO-hERG, FluxOR thallium flux, dofetilide IC70 | Voltage-gated inwardly rectifying potassium channel KCNH2 (Homo sapiens), Q12809 | activation (rescue from dofetilide block), less the hit threshold, % at 10 µM | AID 1511, 2009 | dofetilide IC70 present | hit rate 0.51% among 310,000;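 active means activation above the mean of controls blocked by dofetilide plus 5 SD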;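 further: thallium influx through hERG after potassium depolarization seen as dye fluorescence rise; in these data hits start at about 4.7%; inactives centre near -7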
# KCNQ1 pot: potentiators or activators of KCNQ1 channel, primary screen, cell-based, thallium flux, high-throughput | Potassium voltage-gated channel subfamily KQT member 1 (Homo sapiens), P51787 | CHO-K1 KCNQ1, thallium flux FluxOR fluorescence; active compounds read high | B-score at 10 µM | hit rate 0.35% among 310,000;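 active means fluorescence ratio B-score, a plate-corrected score, at least three library SD, with initial intensity B-score within 5 SD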
#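 assay system = KCNQ1-transfected CHO-K1 cells | medium = assay buffer with matched DMSO | probe or stimulus = depolarizing K+/Tl+ stimulus, K2SO4 and Tl2SO4 each 12.5 mM in 5x stock | dosing = single dose | incubation = dye 90 min, compound 20 min, room temperature | detection = kinetic FluxOR fluorescence, 10 s baseline plus 110 s post-stimulus | evaluation = ratio B score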
# GSK3A inh: blockers of GSK3A enzyme activity – biochemical, luminescence, cell-free homogeneous, HTS, primary screen | GSK-3 alpha kinase, ADP-Glo luminescence, 60 min | Glycogen synthase kinase-3 alpha (Homo sapiens), P49840 | inhibition, % at 10 µM | hit rate 0.1% among 320,000;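 in the data active means inhibition above about 50%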;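 further: GST-tagged GSK-3 alpha with peptide substrate and 25 µM ATP; 0% = DMSO neutral wells and 100% = GW8510 positive control wells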
# RGS4 inh: RGS4 inhibitors, primary screen, cell-based, HEK293 M3R inducible RGS4, calcium flux. B-score at 10 µM. Fluo-4 calcium flux; active compounds read high; triggered by carbachol at its EC20. hit rate 0.45% among 310,000. Regulator of G-protein signaling 4 (Homo sapiens), P49798. AID 463165, 2010;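 active means B-score, a plate-corrected calcium signal, over three deviations above library mean, with baseline fluorescence within five deviations of library mean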;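 further: RGS4 expression induced by doxycycline in cells with stable M3 receptor; B-score is computed from the integrated fluorescence ratio over baseline after carbachol; higher B-score means a larger calcium signal and so more RGS4 inhibition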
# Target sequence (P49798 whole entry, looked up): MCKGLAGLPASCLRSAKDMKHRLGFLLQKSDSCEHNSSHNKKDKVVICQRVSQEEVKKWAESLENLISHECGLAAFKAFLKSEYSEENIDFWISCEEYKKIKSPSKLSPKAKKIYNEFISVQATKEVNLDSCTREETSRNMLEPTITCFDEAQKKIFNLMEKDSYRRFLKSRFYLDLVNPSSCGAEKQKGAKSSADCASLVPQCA
# KCNK9 block: KCNK9 potassium channel inhibitors, primary screen, HEK293 cells, thallium flux; hit rate 1.2% among 310,000; AID 488922, 2010; B-score at 10 µM; Potassium channel subfamily K member 9 (Homo sapiens), Q9NPC2; FluxOR thallium flux fluorescence; active compounds read low;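 active means ratio B-score over 3 SD below the library mean, with starting fluorescence within 5 SD of its mean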;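 further: negative B-score means less thallium flux so channel inhibition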
# * = called active by the depositor; i = inactive; x = no result given. Some of the compounds tested; rates above refer to the full screens.
SMILES,PolyA inh,Dyrk1A ADPGlo,GSK3B inh,KCNK3 inh,KCNQ1 block,RGS4 pot,hERG rescue,KCNQ1 pot,GSK3A inh,RGS4 inh,KCNK9 block
CC[C@H](C)[C@H](NC(=O)[C@H](Cc1ccc(O)cc1)NC(=O)[C@@H](N)C(C)C)C(=O)N[C@@H](Cc1cnc[nH]1)C(=O)N1CCC[C@H]1C(=O)N[C@@H](Cc1ccccc1)C(=O)O,i,6,1,i,i,i,-6,i,5,i,i
CCC(C)n1c(SCC(=O)NCc2ccco2)nnc1-c1cccc(S(=O)(=O)N2CCOCC2)c1 (stereo not drawn),i,-1,-4,i,i,i,-5,i,x,i,i
O=C(COc1ccc(S(=O)(=O)N2CCCCC2)cc1)Nc1ccccc1F,i,-4,-1,i,i,i,-2,i,0,i,i
Cc1ccc(-c2noc(CNC(=O)c3ccc4c(c3)OCO4)n2)cc1,i,4,-20,i,i,i,-6,i,0,i,i
CCOc1cccc(SCc2noc(C(=O)NCCOC)c2C(=O)O)c1,i,3,4,i,i,i,-7,i,-4,i,i
CCS(=O)(=O)c1ccc2oc(SCC(=O)Nc3ccc(OC)c(OC)c3)nc2c1,i,-47,-2,i,i,i,-12,i,-2,i,i
COc1ccc(N(C(=O)CCC(=O)Nc2cc(C)on2)C(C(=O)NC2CCCC2)c2ccco2)cc1 (stereo not drawn),i,-5,0,i,i,i,-4,i,-3,i,i
COc1ccc(C(C)=O)cc1CN1C(=O)NC(CC(C)C)C1=O (stereo not drawn),i,5,3,i,i,i,3,i,-2,i,i
O=C(NCc1ccco1)C1CC(c2cc(C(F)(F)F)cc(C(F)(F)F)c2)=NO1 (stereo not drawn),i,-3,-6,i,i,i,-6,i,-2,i,i
CCOC(=O)C1(Cc2cccc(OC)c2)CCCN(Cc2cnn(C)c2)C1 (stereo not drawn),i,1,0,i,i,i,-16,i,0,i,i
Cc1cc2occ(CC(=O)N(C)CC(=O)Nc3ccccc3Br)c2cc1C,i,-4,2,i,i,i,-4,i,-3,i,i
COc1ccc(N2C(=O)CC(Sc3ncccc3C(=O)O)C2=O)cc1 (stereo not drawn),i,-1,4,i,i,i,2,i,4,i,i
CCOC(=O)c1c[nH]c(=O)c(Br)c1O,i,-3,-1,i,i,i,-6,i,-3,i,i
Cc1cnn(-c2cc(N/N=C/c3cccc(F)c3)ncn2)c1,i,-7,7,i,i,i,0,i,0,i,i
COc1ccc(/C(O)=C2/C(=O)C(=O)N(CC3CCCO3)C2c2ccc(OC)c(OC)c2)cc1 (stereo not drawn),i,-5,-2,i,i,i,0,i,-1,i,i
O=C(CCC(=O)N(CC(=O)NC1CCCC1)Cc1cccs1)Nc1nccs1,i,3,5,i,i,i,0,i,11,i,i
C=CCNC(=O)CCCC(=O)NCC=C,i,-6,2,i,i,i,-9,i,-3,i,i
O=C(NCCc1c[nH]c2ccccc12)/C(=C\c1cccs1)NC(=O)c1ccccc1,i,1,-3,i,i,i,-8,i,-2,i,i
CS(=O)(=O)N1CCN(CCN2C(=O)c3cccc4cccc(c34)C2=O)CC1,i,3,-1,i,i,i,-5,i,-1,i,i
Cc1c(NC(=O)CSc2nnnn2-c2ccc(O)cc2)c(=O)n(-c2ccccc2)n1C,i,x,0,i,i,i,-16,i,-1,i,i
CS/C(N)=N/S(=O)(=O)c1ccc(NC(C)=O)cc1,i,-4,0,i,i,i,-5,i,-1,i,i
NC(=O)c1nsc(C(=O)N(CC(=O)NC2CCCC2)Cc2ccc3c(c2)OCO3)c1N,x,1,0,i,i,i,-8,i,1,i,i
O=C(COC(=O)c1ccccc1-n1cnnn1)c1ccc(F)c(F)c1,i,3,2,i,i,i,-13,i,-2,i,i
CCC(C)(C)NC(=O)C(c1cccc(OC)c1OC)N(C(=O)CCC(=O)Nc1cc(C)on1)c1ccc2c(c1)OCCO2 (stereo not drawn),i,-6,5,i,i,i,-6,i,0,i,i
CCCOc1ccc(/C=N/NC(=O)CSc2ccccn2)cc1OC,i,3,1,i,i,i,-7,i,-1,i,i
# Continued:
SMILES,PolyA inh,Dyrk1A ADPGlo,GSK3B inh,KCNK3 inh,KCNQ1 block,RGS4 pot,hERG rescue,KCNQ1 pot,GSK3A inh,RGS4 inh,KCNK9 block
COc1cc(NC(=O)c2ccccc2Cl)c(OC)cc1NC(=O)CN1CCCCC1,i,-2,1,i,i,i,-10,i,2,i,i
CCC(CC)NC(=O)c1ccccc1Oc1ccccc1,i,3,0,i,i,i,-7,i,-3,i,i
COc1ccc(CCNC(=O)CCS(=O)(=O)c2ccc3c(c2)NC(=O)CO3)cc1OC,i,-4,0,i,i,i,-4,i,-1,i,i
Cc1cc(Cl)ccc1Oc1nccc(N(C)C)c1C#N,i,-17,0,i,i,i,-6,i,-4,i,i
COc1ccc(OC)c(NC(=O)CNC(=O)Cn2cnc3ccccc3c2=O)c1,i,-6,-1,i,i,i,-1,i,-2,i,i
S=C(Nc1cccc(Cl)c1Cl)NC1CCN(Cc2ccccc2)CC1,x,-7,3,i,i,i,-7,i,x,i,i
O=C(N/N=C/c1ccc(-c2cccc(C(F)(F)F)c2)o1)c1ccccc1Br,i,1,-1,i,i,i,-2,i,-1,i,i
O=C(NC1CCCCC1)[C@@H]1CC=C[C@@H]2CCN(C3CCCCC3)C(=O)[C@@H]21,i,12,1,i,i,i,0,i,-2,i,i
COc1ccc(/C=N/n2cnc3c([nH]c4ccccc43)c2=O)cc1COc1ccccn1,i,x,4,x,i,i,-20,i,-2,i,i
CCOc1cc([C@@H]2C[C@H]3CN(c4ccccc4)C(=O)[C@]34CCCN24)ccc1OC,i,x,1,i,i,i,-7,i,0,i,i
Cc1ccc(NC(=O)CN(C)C(=O)CNC(=O)c2sc3ccccc3c2Cl)cc1,i,22,3,i,i,i,-21,i,2,i,i
O=[S@]1Oc2ccccc2-c2ccccc21,i,-3,4,i,i,i,-9,i,0,i,i
COc1cc(C(=O)Nc2cccc3c2CCCC3)cc(OC)c1OC,i,-1,0,i,i,i,-4,i,-3,i,i
CCOC(=O)C1(Cc2cccc(Cl)c2)CCCN(C(=O)C(C)(C)C)C1 (stereo not drawn),i,-3,2,i,i,i,-7,i,-1,i,i
Cc1csc(SCC(=O)Nc2ccccc2)n1,i,13,0,i,i,i,-9,i,-2,i,i
CCOCCc1nnc(NC(=O)CCC2CCCCC2)s1,i,-3,-1,i,i,i,-4,i,-1,i,i
O=C(NNc1nc2c(F)cccc2s1)c1ccc(F)cc1,i,0,-3,i,i,i,-17,i,-1,i,i
CCC(=O)NC(c1ccc(C)cc1)c1cc([N+](=O)[O-])c2cccnc2c1O (stereo not drawn),i,-2,3,i,i,i,-9,i,-7,i,i
c1ccc(-c2nc(-n3ccnc3)nc(-n3ccnc3)n2)cc1,i,13,0,i,i,i,-16,i,2,i,i
Cc1ccc(-n2c(SCC(=O)Nc3cc(S(=O)(=O)N4CCOCC4)ccc3Cl)nc3ccccc3c2=O)cc1,i,-1,1,i,i,i,-8,i,10,i,i
Cn1c(=O)c2c(ncn2CC(=O)N2CCN(S(=O)(=O)c3ccccc3)CC2)n(C)c1=O,i,-1,-5,i,i,i,-15,i,2,i,i
CCOC(=O)C1=C(N)OC(CCl)=C(C#N)C1c1ccsc1 (stereo not drawn),i,-7,-1,i,i,i,-8,i,x,i,i
Cc1ccc(C(=O)Nc2ccccc2C(=O)O)cc1S(=O)(=O)Nc1ccccc1,i,x,3,i,i,i,-15,i,-1,i,i
CCOc1ccc(Nc2nc(Cc3nnc(SCC(=O)NCC4CCCO4)n3C)cs2)cc1 (stereo not drawn),i,3,-2,i,i,i,-10,i,-1,i,i
CCc1ccc(Nc2nnc(SCC(=O)Nc3cccc(S(=O)(=O)NC4=NCCCCC4)c3)s2)cc1,i,-2,0,i,i,i,-12,i,0,i,i
# Next section:
SMILES,PolyA inh,Dyrk1A ADPGlo,GSK3B inh,KCNK3 inh,KCNQ1 block,RGS4 pot,hERG rescue,KCNQ1 pot,GSK3A inh,RGS4 inh,KCNK9 block
Cc1ccsc1CNn1cnnc1SCc1ccc(Cl)cc1,i,x,-2,i,i,i,-20,i,-1,i,i
CC1(C)Cc2c(ccc3ccccc23)/C(=C/C#N)N1,i,12,1,i,i,i,0,i,-3,i,i
COc1cccc(-c2nn(C)c3sc(C(=O)N4CCN(c5ccccn5)CC4)cc23)c1,i,12,3,i,i,-11*,-19,i,-4,i,i
CC(C)(C)C1=C(C#N)C(c2ccncc2)C(C#N)=C(N)O1 (stereo not drawn),i,-1,-7,i,i,i,-8,i,8,i,i
CSc1ccc(CN(C)C(C)C(=O)Nc2ccc(F)c(F)c2F)cc1 (stereo not drawn),i,1,3,i,i,i,-21,i,-1,i,i
CCN(Cc1ccccc1)c1ccc(/C=C(\C#N)c2ccccn2)cc1,i,3,1,i,i,i,-9,i,-2,i,i
COCCCNC(=O)Cn1c(=O)n(CC(=O)NCCc2ccc(OC)c(OC)c2)c(=O)c2sccc21,i,2,0,i,i,i,-15,i,-3,i,i
CC(C)=C1C2CCC1C(C(=O)NCc1ccccc1)C2C(=O)O (stereo not drawn),i,3,2,i,i,i,-8,i,-1,i,i
C(=N\N(Cc1ccccc1)c1ccccc1)/c1ccco1,i,1,2,i,i,i,-14,i,-1,i,-8.1*
Cc1cc(NC(=O)C(=O)NCCN2CCN(S(C)(=O)=O)CC2)ccc1Br,x,-4,0,i,i,i,-15,i,0,i,i
